From PubChem
Shiga inhibitor: A qHTS for Small Molecule Inhibitors of Shiga Toxin | 290,000 compounds, 9.2% hits | Vero cells, Shiga toxin protein synthesis inhibition reporter | inhibition, % at 38.7 µM; in the data active = inhibition mostly above about 28%, no sharp cut-off; inactive = mostly below about 43%; note: 0% is about no effect
Pf growth 96h: Primary qHTS for delayed death inhibitors of the malarial parasite plastid, 96 hour incubation; 320,000 compounds, 6.9% hits; P. falciparum luciferase reporter growth, 96 h; Potency, µM (doses to about 28.7 µM), for inactives: top-dose activity change, negative = inhibition, most hits filed as inhibitors; AID 504834, 2011; note: potency is the fitted concentration of half-maximal effect; % is set by controls: 0 for no effect and ±100 for the full control effect
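Two-generation exposure (96 h) targets delayed-death phenotype. Reporter parasites carrying integrated firefly luciferase, in red cells at 2% hematocrit and 0.05% parasitemia final, kept at 37 C, 5% CO2; luminescence loss indicates inhibition.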
Tb PYK inh: qHTS of Trypanosoma Brucei Inhibitors. pyruvate kinase (Trypanosoma brucei), Q57TT1. TbPYK enzyme, Kinase-Glo Plus ATP luminescence, 45 min. 410,000 compounds, 0.12% hits. Potency, µM (titrated, usually from 76.8 µM), without a hit: at the top dose activity, negative = inhibition, actives largely listed as inhibitors. AID 624173, 2012; note: potency is the fitted concentration of half-maximal effect; % is set by controls: 0 for no effect and ±100 for the full control effect; nearly all actives have a fitted effect of over 50% in size
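Readout: single end-point luminescence (Kinase-Glo Plus, 10 min). Reaction conditions were TbPYK/substrate plus 130 uM ADP, 45 min at RT, pH 7.2 TEA buffer. No-enzyme wells served as controls, and data were normalized before concentration-response fitting.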
Cycloheximide cs: Cycloheximide Counterscreen for Small Molecule Inhibitors of Shiga Toxin. AID 2314, 2010. 300,000 compounds, 12% hits. max response, %. cell reporter, cycloheximide protein synthesis inhibition counterscreen; in the data active = max response mostly above about 13%, no sharp cut-off; inactive = mostly below about 14%; note: read at 38.3 µM for the half of the compounds with a filed dose; 0% is about no effect
HCV inh: qHTS Assay for Inhibitors of Hepatitis C Virus (HCV); 340,000 compounds, 3.4% hits; Potency, µM (top dose mostly 41.8 µM), inactives show at the highest dose activity change, negative = inhibition, most hits filed as inhibitors; Huh7.5.1 HCVcc-Cre infection, luciferase reporter, 44 h; AID 651820, 2012; note: potency is the fitted concentration of half-maximal effect; % is set by controls: 0 for no effect and ±100 for the full control effect
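Seed cells (1,000/well) for 4 h; treat with compound and infect with HCVcc-Cre, moi about 0.5. Incubate 44 h, then detect luciferase activity.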
Pf growth 48h: Primary qHTS for delayed death inhibitors of the malarial parasite plastid, 48 hour incubation. 310,000 compounds, 5.9% hits. Potency, µM (highest dose often 28.7 µM), without a hit: top-dose activity change, negative = inhibition, most hits filed as inhibitors. P. falciparum luciferase growth in erythrocytes, 48 h; note: potency is the fitted concentration of half-maximal effect; % is set by controls: 0 for no effect and ±100 for the full control effect
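Luciferase-expressing P. falciparum in infected erythrocytes (2% hematocrit, 0.1% parasitemia final) in RPMI 1640/0.5% Albumax were exposed to compound for 48 hours at 37 C, 5% CO2; growth read as luminescence.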
LmPK inhibitor: qHTS Assay for Inhibitors of Leishmania Mexicana Pyruvate Kinase (LmPK); AID 1721, 2009; 290,000 compounds, 0.37% hits; Q27686; purified LmPK, Kinase-Glo ATP luminescence, 1 h; Potency, µM (series often up to 57.5 µM), for the others: top-dose activity change, negative = inhibition, usual class: inhibitors; note: potency is the fitted concentration of half-maximal effect; % is set by controls: 0 for no effect and ±100 for the full control effect
Target sequence (Q27686 whole entry, looked up): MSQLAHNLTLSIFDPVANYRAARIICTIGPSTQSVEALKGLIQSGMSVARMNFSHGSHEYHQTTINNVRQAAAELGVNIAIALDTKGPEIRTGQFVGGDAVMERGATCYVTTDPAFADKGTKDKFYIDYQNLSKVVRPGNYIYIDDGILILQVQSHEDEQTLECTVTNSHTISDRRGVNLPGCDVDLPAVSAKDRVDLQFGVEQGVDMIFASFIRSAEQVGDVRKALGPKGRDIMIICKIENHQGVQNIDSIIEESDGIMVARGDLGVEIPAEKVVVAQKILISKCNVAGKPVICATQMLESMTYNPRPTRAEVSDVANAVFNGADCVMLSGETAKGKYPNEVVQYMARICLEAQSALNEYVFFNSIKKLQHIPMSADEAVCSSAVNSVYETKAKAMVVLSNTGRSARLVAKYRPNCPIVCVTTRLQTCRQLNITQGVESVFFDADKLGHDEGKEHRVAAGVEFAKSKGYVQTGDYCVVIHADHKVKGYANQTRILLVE
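Screened at intermediate enzyme activity to detect both inhibitors and activators: LmPK at 0.1 nM, with a 0.5 nM enzyme column as activation reference. PEP 0.5 mM, ADP 0.1 mM; ATP detected by luminescence after 1 h.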
* hit, by the source's call; ? = inconclusive; . = no result given; [ ] = dose if it differs, or a comment. Unless noted, calls come from the whole dose curve; as a rule, active = well fitted curve in the direction sought with a large enough effect; inconclusive = small, poorly fitted or top-dose-only effect, or another doubt; inactive = no such curve, though single readings can be large; an effect the other way counts as inactive or inconclusive.

Preview, ten compounds:
SMILES	Shiga inhibitor	Pf growth 96h	Tb PYK inh	Cycloheximide cs	HCV inh	Pf growth 48h	LmPK inhibitor
CCOC(=O)c1c(NC(=O)CSc2nnc(-c3ccccc3C)n2C)sc(C(C)=O)c1C	-5.4	.	-0.1%	-2.2	10µM*	?	6.3%
CN1CCN(C(=O)C(N)Cc2ccccc2)CC1 (configuration not stated)	-8.9	2.3%	0.0%	2.5	-23.3%	-5.5%	-0.1%
CCOC(=O)CSc1n[nH]c(NC(=O)c2cccc(C)c2)n1	53.6	-19.0%	6.3%	-3.7	9.8%	0.7%	2.4%
CCCc1nc2ccccc2c(=O)n1/N=C/c1ccccc1O	59.0	.	3.8%	47.0*	?	11.7µM*	3.8%
O=C(c1ccccc1)c1ccc(C(=O)N2CCCC(C(F)(F)F)C2)cc1 (configuration not stated)	.	3.0%	2.4%	.	-1.5%	?	.
Cc1csc2ncnc(N3CCN(C(=S)Nc4ccc(F)cc4F)CC3)c12	17.7	47.5%[activator]	-3.9%	-1.9	?	18.2%	-3.1%
CCNC(=O)N1CCN(S(=O)(=O)c2ccc3c(c2)OCCCO3)CC1	.	-9.4%	3.6%	.	6.8%	1.7%	.
NC(=O)C(=O)N/N=C/c1c2ccccc2cc2ccccc12	2.8	?	3.9%	17.8	?	12.5%	3.3%
CCOc1cccc(-c2c(C(=O)N/N=C/c3cccs3)nnn2-c2nonc2N)c1	-2.2	?	2.9%	5.8	-18.1%	-27.4%	-7.5%
C=CCSc1nnc(CSc2nc3sc4c(c3c(=O)[nH]2)CCCC4)n1-c1ccccc1	-9.8	?	8.8%	6.4	20.1%	-12.7%	3.6%

Main list, previewed entries included:
SMILES	Shiga inhibitor	Pf growth 96h	Tb PYK inh	Cycloheximide cs	HCV inh	Pf growth 48h	LmPK inhibitor
CCOC(=O)c1c(NC(=O)CSc2nnc(-c3ccccc3C)n2C)sc(C(C)=O)c1C	-5.4	.	-0.1%	-2.2	10µM*	?	6.3%
CN1CCN(C(=O)C(N)Cc2ccccc2)CC1 (configuration not stated)	-8.9	2.3%	0.0%	2.5	-23.3%	-5.5%	-0.1%
CCOC(=O)CSc1n[nH]c(NC(=O)c2cccc(C)c2)n1	53.6	-19.0%	6.3%	-3.7	9.8%	0.7%	2.4%
CCCc1nc2ccccc2c(=O)n1/N=C/c1ccccc1O	59.0	.	3.8%	47.0*	?	11.7µM*	3.8%
O=C(c1ccccc1)c1ccc(C(=O)N2CCCC(C(F)(F)F)C2)cc1 (configuration not stated)	.	3.0%	2.4%	.	-1.5%	?	.
Cc1csc2ncnc(N3CCN(C(=S)Nc4ccc(F)cc4F)CC3)c12	17.7	47.5%[activator]	-3.9%	-1.9	?	18.2%	-3.1%
CCNC(=O)N1CCN(S(=O)(=O)c2ccc3c(c2)OCCCO3)CC1	.	-9.4%	3.6%	.	6.8%	1.7%	.
NC(=O)C(=O)N/N=C/c1c2ccccc2cc2ccccc12	2.8	?	3.9%	17.8	?	12.5%	3.3%
CCOc1cccc(-c2c(C(=O)N/N=C/c3cccs3)nnn2-c2nonc2N)c1	-2.2	?	2.9%	5.8	-18.1%	-27.4%	-7.5%
C=CCSc1nnc(CSc2nc3sc4c(c3c(=O)[nH]2)CCCC4)n1-c1ccccc1	-9.8	?	8.8%	6.4	20.1%	-12.7%	3.6%
Cc1ccc(C(=O)NC(=S)Nc2cccnc2Cl)cc1	90.8*	20.5%	0.3%	46.7*	-23.4%	79.5%[activator]	-1.9%
COc1ccc2c(c1)/C(=N/N1C(=O)c3ccccc3C1=O)C(=O)N2	-2.6	-14.3%	.	3.6	.	?	9.7%
COc1ccc(CN2CCN(C(=O)CC(C)C)CC2)cc1	-4.4	-15.9%	21.5%	-2.0	-13.5%	-4.1%	-0.7%
Cn1c(N2CCCCC2)nc2c1c(=O)[nH]c(=O)n2C	-16.7	10.4µM*	6.2%	14.7	-1.1%	-0.5%	4.1%
COC(=O)c1ccc(NS(=O)(=O)c2c(C)[nH]c(C)c2C(=O)N2CCCC2)cc1	-7.2	40.6%[activator]	-2.4%	-2.2	-4.2%	11.3%	-3.5%
O=C(c1ccc(N2CCCCCC2)c([N+](=O)[O-])c1)N1CCc2ccccc21	12.3	-2.2%	.	5.5	-2.9%	0.3%	-1.4%
Cc1ccc(C(=O)N2N=C(c3cccc(NS(C)(=O)=O)c3)CC2c2cccs2)cc1 (configuration not stated)	-14.3	?	0.0%	-3.5	?	18.6%[0.00184 µM]	1.7%
Cc1c(C(=O)NC2CCCCC2)oc2ccc(F)cc12	113.5*	84.2%[activator]	-3.2%	50.9*	-23.5%	50.4%[activator]	-0.3%
Cc1ccc2nc(SCC(=O)NCc3cccs3)c(C#N)cc2c1	18.4	246.2%[activator]	-0.7%	1.1	1.2%	63.8%[activator]	-2.1%
CCCCCCC(=O)NN1CCN(C)CC1	-22.5	.	-2.6%	0.9	4.3%	9.6%	-0.4%
COc1ccc(C(=O)Nc2n[nH]c(-c3ccncc3)n2)cc1	-1.8	-18.8%	1.0%	-1.5	-29.1%	0.0%	3.2%
CCOc1ccc(C2N(c3ccc(F)cc3)C(=O)C3CCCN32)cc1OC (configuration not stated)	-17.3	?	-4.9%	-7.7	0.9%	.	6.3%
COc1ccc(C(C)(C)C)cc1NC(=O)COC(=O)c1ncc(Cl)c(Cl)c1Cl	-4.3	38.1%[activator]	14.3%	-2.5	1.0%	6.2%	-1.1%
CCC(C)(C)n1nnnc1C(c1ccncc1)N1CCN(c2cccc(OC)c2)CC1 (configuration not stated)	-2.4	2.62µM*	2.2%	-1.2	1.1%	0.0%	1.8%
COc1ccccc1N(CC(=O)NCC1CCCO1)C(=O)CNS(=O)(=O)c1ccc(C)cc1 (configuration not stated)	-19.8	?	2.0%	-5.1	6.8%	-9.0%	-1.6%
CC(C)(C)N1Cc2ccccc2C1=N	-4.0	?	-1.4%	8.6	13.2%	.	-1.3%
CC(C)(C)c1csc(NC(=O)c2ccc3nccnc3c2)n1	79.9*	?	-9.4%	62.9*	-21.3%	-8.2%	-2.0%
Cc1ccc(OCCNC(=O)c2cccc(S(=O)(=O)NCc3ccccc3)c2)cc1	.	0.5%	1.5%	.	?	?	.
CC(CCc1ccccc1)NC(=O)c1ccc(NC(=O)c2ccc(Cl)cc2Cl)cc1 (configuration not stated)	-7.6	-21.4%	-0.3%	-4.2	-15.6%	?	1.2%
CCC(C)(C)n1nnnc1C(c1ccc(OC)c(OC)c1)N1CCN(C(=O)c2ccco2)CC1 (configuration not stated)	-11.9	-13.5%	-0.4%	-2.1	13.2%	-16.9%	-5.7%
CCOC(=O)c1cc(C#N)c(N2CCN(c3ccccn3)CC2)nc1-c1ccccc1	-0.5	12.1%	-2.3%	-1.4	?	?	0.4%
O=C(c1ccccc1)N(Cc1ccc2c(c1)OCO2)Cc1nc2ccccc2c(=O)[nH]1	-13.0	17.6%	2.0%	-6.5	-2.3%	?	0.4%
CCN1C(=O)[C@H]2[C@@H](c3ccc(-c4cccc(Cl)c4)cc3)N3CCCC[C@@]3(C(=O)OC)[C@H]2C1=O	.	?	-5.2%	.	22.6%	?	.
CCC(COC(=O)NC)NC(=O)Oc1cccc(C)c1 (configuration not stated)	-7.7	?	2.7%	11.9	10.6%	-0.8%	0.8%
COc1cccc(/C(C)=N/NC(=O)c2ccc(N(C)C)cc2)c1	68.6*	43.5%[activator]	-2.7%	33.2*	18.0%	27.4%	?
O=[N+]([O-])c1ccccc1-c1nc(-c2ccc(Br)o2)no1	88.4*	?	-10.7%	30.3*	?	122.0%[activator]	1.7%
COc1ccccc1Oc1nc2c(c(=O)n(Cc3ccccc3F)c(=O)n2C)n1C	-9.3	14.7µM*	-15.1%	-2.2	?	-25.3%	-4.3%
O=C(CCCC(=O)OCC(F)(F)C(F)F)Nc1ccccc1F	-8.2	?	2.2%	-3.0	3.8%	?	2.2%
Oc1ccccc1C(=S)N1CCCCC1	-9.0	?	-25.4%	-2.0	6.2%	16.2%	1.9%
CN1c2ccccc2N(C)C1c1ccc2c(c1)OCO2	5.8	28.3%	-8.7%	-1.2	4.8%	4.65µM*	-1.7%
C=CCn1c(SCC(=O)NCC2CCCO2)nc2scc(-c3ccco3)c2c1=O (configuration not stated)	1.9	.	-15.7%	-2.1	?	?	3.1%
COc1ccccc1CNC(=O)COC(=O)Cc1c(F)cccc1Cl	15.6	11.8%	4.5%	8.1	5.0%	4.9%	-0.3%
COC(=O)CSc1nc(Cc2ccccc2)nc2ccccc12	-6.1	-70.5%	3.1%	1.9	2.0%	-10.3%	0.1%
Cc1ccc(Nc2nc(COC(=O)C3CC3)cs2)cc1	74.6*	55.8%[activator]	-6.5%	51.6*	-5.0%	94.4%[activator]	-1.5%
O=C(c1ccc2ccccc2c1)C1CCCN(C(=O)CCn2cnnn2)C1 (configuration not stated)	-2.0	?	4.4%	1.7	2.9%	12.6%	6.3%
CCC(=O)N1CCN(c2ccc(NC(=O)c3ccc4c(c3)OCCO4)cc2)CC1	35.6	105.8%[activator]	1.6%	19.2*	-18.0%	-10.9%	1.5%
COC(=O)c1ccc(NC(=O)CS(=O)(=O)Cc2ccccc2)cc1	-13.4	8.5%	-3.1%	-0.3	3.7%	17.1%	4.8%
CCCCc1ccc(NC(=O)Nc2c(C)n(C)n(-c3ccccc3)c2=O)cc1	15.6	?	-12.7%	0.9	-16.8%	2.0%	-4.3%
O=c1c2ccccc2nc(-c2ccccc2)n1CCCN1CCOCC1	31.3	.	4.7%	-2.7	1.6%	-2.9%	4.0%
COc1cc([N+](=O)[O-])c(C(=O)N2CCOCC2)c([N+](=O)[O-])c1	-7.7	?	2.7%	-4.9	12.3%	-13.1%	1.9%
CC(=O)NC1=NC(=O)/C(=C/c2cn(C(C)=O)nc2-c2ccccc2)S1	-9.3	62.7%[activator]	7.08µM*	1.4	-2.8%	-1.9%	-26.8%
O=c1cc(NCCO)c2ccccc2o1	-2.5	33.5%[activator]	-3.4%	-2.8	18.0%	.	4.6%
COc1ccccc1CNS(=O)(=O)c1cc2c3c(c1)C(C)C(=O)N3CCC2 (configuration not stated)	-9.0	-1.3%	1.4%	-2.6	-20.5%	-21.1%	7.7%
C=CCn1c(SCC(=O)NCc2ccccc2)nnc1-c1ccccc1O	-3.8	.	.	-2.8	2.8%	-2.2%	1.7%
COc1ccccc1CN1C[C@@H]2C[C@@H](c3ccccc3C)N3CCC[C@@]23C1=O	-8.1	207.5%[activator]	1.5%	-2.9	?	?	14.8%
CCOc1ccccc1NC(=O)c1c(NC(=O)CCC(=O)O)sc2c1CCCCC2	6.3	14.2%	-22.6%	6.3	1.1%	?	0.4%
